# Screening results deposited in PubChem by several laboratories.
# CCHF vOTU inh: CCHFV vOTU protease inhibition; Pep-AMC fluorescence; hit rate 0.55% among 370,000; inhibition, % at 11.5 µM; in the data active = inhibition above about 30%; also: 0% = vehicle wells with enzyme and 100% = no enzyme wells
# PrPC surface inh: cell surface PrPC inhibition, primary TR-FRET screen. P04156. TR-FRET read-out. inhibition, % at 13.8 µM. hit rate 0.43% among 370,000. AID 720596; in the data active = inhibition above about 24%; also: 0% = median of the test wells and 100% = reference compound wells
# VHR inh abs: inhibitors of human VHR1 phosphatase (DUSP3). hit rate 0.52% among 290,000. recombinant VHR phosphatase, pNPP absorbance. AID 1654. inhibition, % at 13.3 µM; in the data active = inhibition above about 50%; also: some compounds called inactive have numbers as strong as hits
# Target sequence (P51452 whole entry, looked up): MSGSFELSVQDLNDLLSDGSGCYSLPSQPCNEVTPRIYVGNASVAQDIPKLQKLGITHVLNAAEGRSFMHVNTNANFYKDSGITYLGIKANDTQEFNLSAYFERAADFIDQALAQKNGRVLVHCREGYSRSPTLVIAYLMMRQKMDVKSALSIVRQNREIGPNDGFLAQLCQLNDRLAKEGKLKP
# TcdB GH inh: blocks C. difficile toxin B glycohydrolase activity. P18177. TcdB glycohydrolase enzymatic assay, plate reader. inhibition, % at 9.99 µM. hit rate 0.24% among 350,000. AID 652162; in the data active = inhibition above about 10%
# MazF activator: increases E. coli MazEF RNase cleavage of RNA | hit rate 0.32% among 350,000 | FAM/BHQ RNA-DNA oligo cleavage fluorescence, 5 h | AID 504720 | activation, % at 20 µM | P0AE70; in the data active = activation above about 50%
# Target sequence (P0AE70 whole entry, looked up): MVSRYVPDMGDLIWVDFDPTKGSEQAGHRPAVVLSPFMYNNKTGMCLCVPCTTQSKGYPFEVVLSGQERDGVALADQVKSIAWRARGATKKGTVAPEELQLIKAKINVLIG
# 3CLpro inhibitor: SARS-CoV 3CLpro protease inhibition. P0C6X7. inhibition, % at 6 µM. hit rate 0.14% among 290,000. recombinant SARS-CoV 3CLpro, quenched FRET peptide cleavage; in the data active = inhibition above about 12%
# PriA SSB inh: K. pneumoniae PriA-SSBct interaction inhibition. hit rate 0.6% among 430,000. inhibition, % at 33 µM. AlphaScreen SSBct-PriA binding, biotinylated peptide; in the data active = inhibition mostly above about 37%, no sharp cut-off; inactive = mostly below about 20%;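 also: plate controls were negative control peptide for no effect and reference peptide for full effect; strong numbers were not always called active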
# Y pestis TopoI: Y. pestis Topo-I inhibition via cleavage products; hit rate 0.064% among 360,000; Y. pestis Topo-I cleavage product accumulation, plate reader; activity, % at 10 µM; AID 504884; in the data active = activity above about 50%, passing the limit was not always enough; also: inactives centre near 2
# Rv3671c inh: inhibitors of M. tuberculosis serine protease Rv3671c. inhibition, % at 5.96 µM. hit rate 0.048% among 320,000. P9WHR9. AID 2606; in the data active = inhibition above about 38%;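 also: extracellular domain of Rv3671c used as enzyme; 0% = enzyme with DMSO and 100% = no enzyme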
# Target sequence (P9WHR9 whole entry, looked up, the tested form may be a part): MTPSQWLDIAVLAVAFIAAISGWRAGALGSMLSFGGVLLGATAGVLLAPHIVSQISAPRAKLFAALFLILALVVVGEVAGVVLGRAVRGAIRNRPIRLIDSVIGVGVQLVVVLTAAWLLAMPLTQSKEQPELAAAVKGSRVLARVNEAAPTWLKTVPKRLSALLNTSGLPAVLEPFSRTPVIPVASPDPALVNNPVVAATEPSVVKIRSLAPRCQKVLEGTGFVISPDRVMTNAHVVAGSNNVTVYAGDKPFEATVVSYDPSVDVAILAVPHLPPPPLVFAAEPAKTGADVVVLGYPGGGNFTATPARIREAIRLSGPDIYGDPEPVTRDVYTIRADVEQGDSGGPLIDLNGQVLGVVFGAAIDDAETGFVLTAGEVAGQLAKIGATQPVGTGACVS
# BH1578 lux ind: induces V. cholerae light production without autoinducers. V. cholerae BH1578 lux reporter, luminescence, 6 h. activation, % at 18.7 µM. hit rate 0.16% among 350,000. AID 588436; in the data active = activation mostly above about 9.7%, no sharp cut-off; also: not every result past the cut was called active; inactives centre near 0; reference of the scale not given here
# * = called active by the depositor; i = inactive; nt = no result given. An excerpt; the hit share may differ from the screen's.
SMILES,CCHF vOTU inh,PrPC surface inh,VHR inh abs,TcdB GH inh,MazF activator,3CLpro inhibitor,PriA SSB inh,Y pestis TopoI,Rv3671c inh,BH1578 lux ind
COc1ccc2nc(SCC(=O)NC(C)C)[nH]c2c1,-4,2,-5,nt,4,0,0,0,9,-1.4
Cc1ccc(Nc2nc(-c3ccc(O)cc3O)cs2)nc1,11,24,15,0.1,17,0,2,-43,5,i
COC(=O)c1cc(S(=O)(=O)n2nc(C)cc2C)c(Cl)cc1Cl,nt,nt,8,nt,-7,nt,-6,nt,-6,nt
OC1/C(=C/c2ccccc2F)N2CCC1CC2 (stereo not given),-6,-2,36,2.4,9,-5,-10,13,0,0.1
CN(Cc1cccs1)C(=O)c1ccc(Cl)c(S(=O)(=O)N2CCCCCC2)c1,0,10,nt,2.8,-4,nt,-12,21,-1,i
Cc1cc(Cl)ccc1-c1nc(NC(C)C)nc2ccsc12,-17,0,nt,0.6,nt,nt,nt,23,nt,-0.8
O=P(O)(CP(=O)(c1ccccc1)c1ccccc1)c1ccccc1,7,-9,15,nt,8,3,-6,7,-3,i
Cc1c(C(=O)c2ccc(Cl)cc2[N+](=O)[O-])c2ccccn2c1CCC#N,20,-21,5,nt,-1,2,12,-9,1,i
Cc1[nH]c2ccccc2c1C(=O)COC(=O)c1c(-c2ccccc2)noc1C,6,11,-7,-0.9,4,6,0,1,-42,-0.1
Oc1[nH]c2ccccc2c1N=Nc1ccc(C(F)(F)F)cn1,7,-3,-8,nt,3,1,-5,5,-9,i
CCOc1cccc(CN2CCCC(N3CCc4cc(OC)c(OC)cc4C3)C2)c1O (stereo not given),-18,-2,40,0.3,-7,2,-2,17,0,-0.4
COc1ccccc1/C=C/C(=O)OCC(=O)NC1CC1,-10,-4,nt,1.3,-2,nt,-8,4,nt,-1.7
CN1CCN(C(c2cccs2)c2nnnn2Cc2ccc(F)cc2)CC1 (stereo not given),-13,-8,6,-0.6,6,-1,1,4,3,-0.5
COc1ccc(-c2cnc(C(N)=O)c(=O)[nH]2)cc1,-57,0,nt,0.1,-11,nt,nt,0,nt,-0.2
COCCCn1c(=S)[nH]c2c(sc3ccccc32)c1=O,-4,4,-19,2.7,13,2,10,5,0,-0.2
C=CCNC(=O)NC(=O)COC(=O)/C(C#N)=C/c1cc(C)n(CC(C)C)c1C,-6,4,23,nt,1,-2,-5,-9,3,i
Cc1ccc(C(NC(=O)CN2C(=O)NC3(CCCC3)C2=O)c2ccccc2)cc1 (stereo not given),29,-8,nt,-1.3,6,nt,10,2,11,3.4
CC[C@]12c3[nH]c4ccc(OC)cc4c3CCN1C(=O)C(CC(=O)NCCCn1ccnc1)C[C@@H]2C(=O)N1CCN(C(=O)C2CC2)CC1 (stereo not given in full),1,0,nt,-0.5,5,nt,1,-1,nt,-2.0
COc1cc(/C=N/Nc2nc(C)cc(C)n2)cc(OC)c1OC,-3,8,21,2.3,7,-2,nt,3,-2,0.7
Cc1c(Cl)ccc2sc(NC(=O)C3CC3)nc12,-7,10,29,1.9,9,-1,-13,0,-18,i
CC(NC(=O)Cc1ccccc1)c1nc2ccccc2[nH]1 (stereo not given),2,3,20,-0.8,5,3,-5,2,2,0.2
O=C(Nc1sc2c(c1C(=O)NCCCO)CCCC2)c1ccccc1,1,13,5,1.4,10,0,5,-1,4,-0.2
CC(=O)c1cccc(NC(=O)CCCN(C)S(=O)(=O)c2ccc(F)cc2)c1,5,10,21,1.6,3,-12,4,8,-9,-0.2
CC(C)CNC(=O)/C=C/c1cccs1,12,-8,22,nt,5,-1,6,-1,4,-2.0
Cc1nn(CC(=O)NC2(C)CCS(=O)(=O)C2)c(C)c1S(=O)(=O)N(C)C (stereo not given),-2,0,nt,-0.5,1,nt,-5,-3,7,-4.0
COc1ccc(S(=O)(=O)N(CCc2ccccc2)CC(=O)N2CCOCC2)cc1,8,3,20,nt,6,4,-2,-10,2,i
CC(=O)Nc1cccc(-c2ccnc3c2CC(C)(C(=O)Nc2cccc(C(C)=O)c2)O3)c1 (stereo not given),-2,0,nt,-0.7,nt,nt,nt,9,nt,-0.4
O=C(CN1CCN(S(=O)(=O)c2ccc(F)cc2)CC1)N1CCOCC1,-2,4,14,0.4,2,0,-17,3,0,i
CCc1nn(CC(=O)N2CCN(c3ccc(OC)cc3)CC2)c(=O)c2cc3occc3n12,5,4,18,-1.2,11,2,-13,5,9,-0.2
CCC(=O)Nc1cc2nn(-c3ccc(C)cc3)nc2cc1C,-14,2,-1,1.4,1,-1,-7,-6,9,0.3
COc1ccc(F)cc1CN1CCN(c2ncnc3scc(-c4ccccc4)c23)CC1,-1,-1,36,1.5,6,-1,0,-3,3,-0.9
CC(C)CCNC(=S)Nc1ccccc1F,5,3,16,-0.6,6,1,8,1,-9,-0.1
COCCNC(=O)C1(C)CCCN(C(=O)c2ccc(OC)c(OC)c2)C1 (stereo not given),-3,-3,nt,0.5,nt,nt,nt,2,nt,1.1
O=C(CSc1nnc(C2CC2)n1Cc1ccccc1)c1cc2ccccc2o1,9,-2,28,nt,23,2,13,21,-21,i
O=C(COc1c(F)c(F)c(C(F)(F)F)c(F)c1F)Nc1ccc(N2CCOCC2)c(Cl)c1,4,7,6,nt,-3,2,4,-5,-8,i
O=C(NCC(c1ccco1)N1CCOCC1)C1CCCCC1 (stereo not given),-4,5,nt,1.0,1,nt,-14,1,4,-3.7
COc1ccc(OC)c(NC(=O)CCC(=O)Oc2ccc(C)cc2)c1,13,4,-18,9.1,7,-6,2,4,9,-0.6
O=C(Nc1ccc(Br)c2cccnc12)c1ccc(Cn2cc(Cl)cn2)o1,0,0,-8,1.5,14,1,-6,-4,6,-0.3
Cc1ccccc1NC(=S)NC1CC2CCC(C1)N2Cc1ccco1 (stereo not given),1,0,6,nt,6,-4,-2,-5,2,1.6
CCCC(=O)CN1C(=O)C2(OCCO2)c2ccccc21,-6,1,3,nt,6,-11,-5,-3,-6,4.0
CC(C)(C)c1ccc(S(=O)(=O)N2CCCC2C(=O)NC2=NCCS2)cc1 (stereo not given),6,0,15,4.2,-1,-2,-2,5,2,-0.2
CCO[C@@H]1OC(C(N)=O)=C[C@H](c2ccccc2)[C@H]1CCCO,-7,-3,7,0.1,-3,1,6,-2,4,i
CCOC(=O)/C(=C\c1ccccc1)C(=O)c1cc(C(C)=O)c(Nc2ccccc2)s1,-3,-8,-1,nt,-9,-3,-3,1,-8,-0.4
Cn1nc(C(=O)NC(C)(C)C)c2ccccc21,4,4,-6,nt,3,2,1,1,-4,-0.2
COc1cccc(C2Nc3ccccc3C(=O)N2Cc2ccccc2)c1 (stereo not given),-57,-6,nt,-2.1,-4,nt,-18,6,1,-0.6
COc1ccc(CNc2ccccn2)c(O)c1,3,-4,1,0.8,8,-5,2,-5,nt,1.9
COc1ccccc1C(=O)NCCC(=O)N1CC(=O)Nc2ccccc21,5,-3,10,nt,-1,-5,-8,-3,-2,-6.2
Cc1nn(-c2ccccc2)c2nc(Cl)c(C(=O)O)cc12,-22,0,-4,-0.1,1,0,-7,2,3,0.3
COc1ccc2oc(-c3ccccc3[N+](=O)[O-])cc(=O)c2c1,-3,-10,22,-1.6,10,1,1,2,8,i
CC(NC(=O)CSC(=S)N1CCCC1)c1ccc(S(N)(=O)=O)cc1 (stereo not given),-2,-5,nt,0.9,-3,nt,1,-6,-1,i
COc1cccc(NC(=O)CN2C(=O)NC3(CCCCCC3)C2=O)c1,1,-1,nt,1.0,4,nt,2,-6,-2,i
Nc1nc2ccccc2n1/N=C/c1ccc([N+](=O)[O-])s1,-5,-4,0,0.9,1,-1,nt,-8,6,i
O=C(O)c1ccc(N2N=C(c3ccccc3)CC2c2ccccc2)cc1 (stereo not given),-145,6,18,-1.1,0,13*,-41,4,2,i
CCOC(=O)CSc1nnc(-c2ccccc2NC(=O)c2ccccc2)o1,-9,10,8,nt,-2,-2,-17,-1,-6,-0.6
O=C(CSc1ccc(-c2cccs2)nn1)c1cccs1,4,-8,-3,0.1,19,1,-19,-5,1,i
COC(=O)C1CCN(C(=O)Cc2ccc(C)cc2)CC1,10,10,20,0.6,6,3,-18,3,2,i
CCc1nc2ccc(C(=O)NCc3cccs3)cn2c1N(C)Cc1nccs1,3,-1,nt,0.0,nt,nt,nt,23,nt,0.0
CC(C)N1CCc2c(sc(NC(=O)c3ccc(S(=O)(=O)N4CCc5ccccc54)cc3)c2C(N)=O)C1,nt,nt,16,nt,-139,-2,28,-25,1,-0.1
N#CCCN(C(=S)NC(=O)c1cccs1)c1ccccc1F,-8,-2,nt,0.5,0,nt,-8,0,nt,i
CC(C)c1ccccc1OCCCCN1CCCCC1,-2,0,nt,2.6,7,nt,-8,-8,3,-1.7

# An excerpt from above in order of molar mass, falling:
SMILES,CCHF vOTU inh,PrPC surface inh,VHR inh abs,TcdB GH inh,MazF activator,3CLpro inhibitor,PriA SSB inh,Y pestis TopoI,Rv3671c inh,BH1578 lux ind
CC(NC(=O)CSC(=S)N1CCCC1)c1ccc(S(N)(=O)=O)cc1 (stereo not given),-2,-5,nt,0.9,-3,nt,1,-6,-1,i
O=C(O)c1ccc(N2N=C(c3ccccc3)CC2c2ccccc2)cc1 (stereo not given),-145,6,18,-1.1,0,13*,-41,4,2,i
O=C(CSc1ccc(-c2cccs2)nn1)c1cccs1,4,-8,-3,0.1,19,1,-19,-5,1,i
Cc1nn(-c2ccccc2)c2nc(Cl)c(C(=O)O)cc12,-22,0,-4,-0.1,1,0,-7,2,3,0.3
COC(=O)C1CCN(C(=O)Cc2ccc(C)cc2)CC1,10,10,20,0.6,6,3,-18,3,2,i
COc1ccc(CNc2ccccn2)c(O)c1,3,-4,1,0.8,8,-5,2,-5,nt,1.9

# Carrying on.
SMILES,CCHF vOTU inh,PrPC surface inh,VHR inh abs,TcdB GH inh,MazF activator,3CLpro inhibitor,PriA SSB inh,Y pestis TopoI,Rv3671c inh,BH1578 lux ind
O=C(Nc1cccc(NC(=O)c2cccs2)c1)c1ccc(Br)cc1,12,-1,1,0.5,10,1,-8,10,-21,-0.4
COc1ccccc1NC(=O)CSc1n[nH]c(-c2ccccn2)n1,10,-1,-8,1.7,-1,-1,77*,18,-9,-0.2
CC(=O)C1CCC2C3CC(O)C4=CC(=O)CCC4(C)C3C(=O)CC12C (stereo not given),0,-11,nt,-0.6,2,nt,-3,4,nt,nt
Cc1cccc(NC(=O)CSCC(=O)N(C)CCOc2ccc(Cl)cc2)c1,8,-5,nt,1.5,3,nt,4,27,5,i
CC(=O)c1ccc(NC(=O)CSc2nnc(C3CC3)n2C)cc1,0,1,19,-0.9,-5,-1,-2,-1,5,-0.9
CC(C)(C)n1nc(-c2ccc(F)cc2)c2c(N)ncnc21,0,3,-11,nt,5,0,2,2,-4,nt
Cc1ccc(Cn2nnc3c(=O)[nH]c(C4CCN(S(=O)(=O)Cc5ccccc5)CC4)nc32)cc1,-5,-12,38,1.3,-2,6,-14,7,4,-1.8
Cc1ccc(CNC(=O)C2CCC(=O)N2Cc2ccc(C)cc2)cc1 (stereo not given),-1,-4,17,5.0,-8,-1,-19,4,9,i
CC(C)Oc1ccc(CNC(=O)C2CCN(C(=O)N3CCOc4ccccc43)CC2)cc1,0,5,6,0.6,1,-3,-11,28,5,-0.2
COc1ccc(NC2=Nc3cccc4cccc2c34)cc1OC,-1,-9,13,nt,11,1,17,3,4,i
COc1ccc(/C=N/NC(=O)CCn2cnc3ccccc32)cc1,-8,11,1,0.4,1,-5,i,4,5,-1.2
COc1ccc(N(C(=O)c2cnsn2)C(C(=O)NC2CCCCC2)c2ccncc2)cc1 (stereo not given),0,14,-7,-2.9,-3,1,-5,-7,1,0.6
O=C1NC(=O)N(c2ccc3c(c2)OCO3)C(=O)/C1=C\c1ccc(-c2ccccc2C(=O)O)o1,-8,4,14,-1.3,-88,-4,-9,-4,-9,-0.5
Cc1cccc(N2C(=O)CC(Sc3nc(-c4ccccc4)c4cc(Cl)ccc4n3)C2=O)c1 (stereo not given),9,-10,15,nt,-3,1,-8,37,-11,i
CC(=O)OC1C(=O)OCC23CCC4(C)OC4C2OC2CC(OC(=O)C=CC=CC(=O)OCCC1C)C3(C)C21CO1 (stereo not given),5,92*,nt,0.3,5,nt,nt,6,nt,i
